# ERK EGF inh = EGF-driven ERK pathway inhibition | AID 1454 | HEK293-V1b, EGF-stimulated phospho-ERK AlphaScreen | Potency, µM (highest dose often 11.5 µM), for the others: at the top dose activity change, negative = inhibition, hits mostly inhibitors | 130,000 compounds, 0.41% hits; active = well fitted inhibition curve with a large enough effect; inconclusive = small, poorly fitted or top-dose-only effect, or effect the other way;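 note: plate controls were stimulated vehicle wells for no effect and unstimulated vehicle basal for full effect; nearly all actives have a fitted effect of over 55% in size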
#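 Cell line HEK293 (stable V1b), low serum overnight. Pretreatment: compound 30 min, 37C. EGF 25 nM, 5 min. Detection: SureFire AlphaScreen, 5 h RT. AC50 via standard Hill equation.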
# Numbers without * were called inactive; ? = inconclusive; & = joins results of further samples; [ ] = dose if it differs, or a comment. Potency is the fitted concentration of half-maximal effect. Only part of the results is shown, so the mix of outcomes need not match the whole.
ERK EGF inh	mol
-11.6%[57.5 µM]	CCOC(=O)COc1cccc2c(=O)n(CC(=O)N3CCCCC3)ccc12
-1.9%&7.5%&7.5%	Cc1ccc([N+](=O)[O-])cc1S(=O)(=O)N(C)C
-3.4%	COCCCN(C(=S)Nc1ccc(C)cc1Cl)C(C)c1ccncc1 (stereo unspecified)
?	C(=N\N1CCN(C(c2ccccc2)c2ccccc2)CC1)/c1ccc2c(c1)OCO2
6.2%	CC(=O)Nc1ccc(S(=O)(=O)N(C)CC(=O)OCC(=O)Nc2ccc3c(c2)OCO3)cc1
4.0%	COC(=O)c1ccc(Oc2ccc3nncn3n2)cc1
2.9%	CCOC(=O)/C(C#N)=N/Nc1ccccc1OC
4.1%	COc1ccc(C(=O)NCC(=O)OCc2ccc([N+](=O)[O-])cc2)cc1
-19.7%	N[C@@H](Cc1cc(I)c(O)c(I)c1)C(=O)O
-6.8%	CC(C)(C)NC(=O)NC(=O)CSc1n[nH]c(-c2ccccc2Br)n1
6.2%	Cc1ccc2nc(C)c3c(c2c1)COC3
-11.7%	Cc1cccc(NC(=O)c2ccccc2OCC(=O)N2CCCC2)c1C
-1.0%	CCCCNS(=O)(=O)c1ccc(NC(=O)C2c3ccccc3Oc3ccccc32)cc1
-5.4%	Fc1ccc(-c2nnsc2Sc2ccccn2)cc1
0.4%	Cn1c(CSc2nc3ccccc3s2)nnc1SCC(=O)NCCCN1CCOCC1

# Other entries:
ERK EGF inh	mol
-12.0%[57.5 µM]	C#CCNC(=O)C1=C[C@H](C2CCCCC2)[C@@H](CCCO)[C@H](OCC)O1
-4.1%	CCOC(=O)/C(C#N)=C1\CCCN1CC(N)=S
1.7%	O=C(Oc1c(-c2ccccc2Cl)oc2ccccc2c1=O)c1ccc(Cl)cc1
3.1%	Cc1cc(=O)n2c(C(=O)Nc3ccc(C(=O)OC(C)C)cc3)c(C(=O)Nc3ccccc3)sc2n1
-5.3%	CCN(CC)c1ccc(NC(=O)Cn2c(C(C)NC(=O)c3ccccc3)nc3ccccc32)cc1 (stereo unspecified)
0.5%	O=S(=O)(c1cccc(F)c1)N1CCC(CO)(Cc2cccc(F)c2)CC1
-4.8%[57.5 µM]	C/C(Cc1ccccc1)=N\NC(=O)CNC(=O)COc1ccccc1
3.6%	C=CCN(CC=C)CCCOc1ccccc1C(=O)OC
10.4%	CCCn1c(SCC(=O)Nc2cccc(C)n2)nnc1C(C)C
8.7%	Cc1ccc(C(=O)N/C(=C/C=C\c2ccccc2)C(=O)NCc2ccco2)cc1
6.2%	CCn1c(CCNC(=O)c2ccc(C)cc2)n[nH]c1=S
2.7%[57.5 µM]	Cc1n[nH]c(C)c1CCC(=O)N/N=C/c1c(C)[nH]c2ccccc12
4.1%[57.5 µM]	COc1ccc(NC(=O)CCC(=O)N/N=C/c2ccncc2)cc1
-1.0%[57.5 µM]	COc1ccc2c(Cl)c(C(=O)OCC(=O)c3ccc4c(c3)NC(=O)CO4)sc2c1Cl
2.1%	Cc1ccc(NCc2n[nH]c(=S)n2-c2ccccc2)c(C)c1

# By substructure: those above containing a halogen
ERK EGF inh	mol
-3.4%	COCCCN(C(=S)Nc1ccc(C)cc1Cl)C(C)c1ccncc1 (stereo unspecified)
-19.7%	N[C@@H](Cc1cc(I)c(O)c(I)c1)C(=O)O
-6.8%	CC(C)(C)NC(=O)NC(=O)CSc1n[nH]c(-c2ccccc2Br)n1
-5.4%	Fc1ccc(-c2nnsc2Sc2ccccn2)cc1
1.7%	O=C(Oc1c(-c2ccccc2Cl)oc2ccccc2c1=O)c1ccc(Cl)cc1
0.5%	O=S(=O)(c1cccc(F)c1)N1CCC(CO)(Cc2cccc(F)c2)CC1
-1.0%[57.5 µM]	COc1ccc2c(Cl)c(C(=O)OCC(=O)c3ccc4c(c3)NC(=O)CO4)sc2c1Cl

# Next part.
ERK EGF inh	mol
-7.5%	COc1ccccc1-c1ccc(SCc2cccc(F)c2)nn1
11.3%[57.5 µM]	Cc1cc(C)n(CCNC(=O)c2cc(COc3ccc4ncccc4c3)on2)n1
-5.0%	CCCCn1c(N)c(N(CCC(C)C)C(=O)CSc2nnc(Nc3ccccc3)s2)c(=O)[nH]c1=O
-1.9%	O=c1[nH]c(CN2CCN(S(=O)(=O)c3ccc(Cl)cc3)CC2)nc2cc(Cl)ccc12
-1.2%	COC(=O)N/N=C1\CCCc2ccccc21
-12.7%	COc1ccc(NC(=O)CSc2n[nH]c(C)c2[N+](=O)[O-])cc1
2.4%	Cc1cc(C)n2[nH]c(=O)c(N=Nc3ccc(S(N)(=O)=O)cc3)c2n1
-0.1%	C=CCSc1nc(=O)n2ccccc2n1
4.4%	CC(C)OC(=O)Nc1ccc2c(c1)N(C(=O)CCN1CCN(CCO)CC1)c1ccccc1CC2
26.5%[57.5 µM]	COC(=O)c1cccc(NC(=O)Nc2ccc(Cl)cc2Cl)c1
-3.1%	CC(=O)Nc1ccc(N/C=C(\C=O)c2nc3ccccc3o2)cc1
0.4%	Cn1cnnc1SCC(=O)c1c(N)n(Cc2ccccc2)c(=O)n(C)c1=O
-2.9%[57.5 µM]	Cc1ccc(-c2nc(NCc3ccco3)n(C(=O)c3ccco3)n2)cc1
1.9%	CC(C)(C)NC(=O)C(=O)NCc1ccccn1
?	Clc1ccc(COc2cccc(CNCc3ccncc3)c2)cc1

# Later entries.
ERK EGF inh	mol
9.0%	O=C(Cn1ncc(Cl)c(Cl)c1=O)NCC1CCCCC1
-4.3%	CCOC(=O)C1=C(N)OC2=C(C(=O)CC(C)C2)C1c1cccnc1 (stereo unspecified)
-11.5%[57.5 µM]	O=C(Nc1c(C(=O)O)[nH]c2ccccc12)NC1CCCCC1
3.3%	COCCCN(C(=O)Cn1ncc2c(=O)oc3ccc(C)cc3c21)C(C)c1ccncc1 (stereo unspecified)
-5.3%	CCNC(=S)NNC(=O)c1csc(C(C)C)c1
-4.9%	OCCNCc1cccc(Br)c1
-0.8%	CCOc1cc(C=O)cc(Br)c1OCC(=O)NCCc1ccccc1
-5.6%	CC(=O)OC1CC2C(C)(C)C=CC(=O)[C@@]2(C)C2CC[C@@]3(C)C(c4ccoc4)OC(=O)C4OC43[C@]12C (stereo partly specified)
11.2%	Cc1ccc2c(c1)c1c(n2C)-c2[nH]ncc2CC1
-5.5%	COc1ccccc1NC(=O)Nc1ccccc1SC
-5.9%	CC(C)c1ccc(S(=O)(=O)/N=C2/C=CC(=O)c3ccccc32)cc1
8.1%	Cc1ccc(NC(=O)CSc2ccc(-c3ccco3)nn2)cc1
-8.7%	COc1ccc(CCNC(=O)c2nonc2N)cc1
9.0%	COCCCn1c(SCC(=O)Nc2sc3c(c2C#N)CCCC3)nnc1-c1ccncc1
-21.9%[57.5 µM]	O=C(Cc1ccccc1)N[C@@H](Cc1ccc(O)cc1)C(=O)O

# Next part.
ERK EGF inh	mol
-1.2%	Cc1cc(C)cc(C(=O)Nc2nnc(SCC(=O)N3CCCc4ccccc43)s2)c1
1.0%	CSc1ccccc1NC(=O)Cc1ccccc1
-2.2%	Cc1ccc(Nc2nc(N)c([N+](=O)[O-])c(NCc3ccco3)n2)cc1C
-2.3%	NNC(=O)COc1ccc(C2SCCS2)cc1
-11.8%	COc1ccc(C2=NN(C(=O)CSc3nc4ccccc4s3)C(c3ccc(F)cc3)C2)cc1 (stereo unspecified)
-5.5%[57.5 µM]	CN(Cc1ccccc1)S(=O)(=O)c1ccc2c(c1)n(C)c(=O)c(=O)n2C
-1.8%[57.5 µM]	C=C(C)c1cccc(C(C)(C)NC(=O)Nc2nncs2)c1
-3.1%	CC1(C)CC(=O)/C(=C\c2cccc([N+](=O)[O-])c2)C(C)(C)N1
0.6%	CCOC(=O)C1CCN(C(=O)c2ccc(NC(=O)C3CCCO3)cc2)CC1 (stereo unspecified)
-0.6%	Cc1ccc(C(=O)Oc2coc(CSc3nnc(NC(=O)C4CC4)s3)cc2=O)cc1
3.2%	COc1ccc(C(c2nnnn2CC2CCCO2)N2CCC(C(N)=O)CC2)cc1 (stereo unspecified)
-2.1%	CS(=O)(=O)N1CCCC(C(=O)c2cccc(Cl)c2)C1 (stereo unspecified)
2.8%[57.5 µM]	O=C1CC(NNC(=O)c2cccc(F)c2)C(=O)N1 (stereo unspecified)
-2.0%	CCC(=O)NC(=S)Nc1ccc(NC(=O)c2cccc([N+](=O)[O-])c2C)cc1
-0.4%	O=C(COc1ccccc1Br)NCCc1nc2ccccc2[nH]1

# Next section:
ERK EGF inh	mol
-6.8%	COc1ccc(-c2nc(-c3ccccc3)oc2NC(C)C)cc1
?	COc1ccc2nc(-n3c(O)c(C4=c5ccccc5=NC4=O)[nH]c3=S)sc2c1
1.5%	O=C(CC1NCCc2ccccc21)Nc1ccccc1 (stereo unspecified)
-20.2%	CN(C)/C=C/C(=O)c1ccc(-c2ccc(Cl)cc2Cl)o1
5.1%	C/C(=N\Nc1nc(Nc2ccccc2)nc(N2CCOCC2)n1)c1cccs1
-4.7%	O=C1CC(N2CCN(c3ccc(O)cc3)CC2)C(=O)N1c1ccc2c(c1)OCO2 (stereo unspecified)
2.6%	CC(=O)/C(=N/Nc1ccccc1Cl)Sc1nnc(C(O)c2ccccc2)n1-c1ccccc1 (stereo unspecified)
?	Cc1cccc(NC(=O)c2nc[nH]c2C(=O)N[C@@H](CC(C)C)C(=O)OC(C)(C)C)c1
-1.3%	COc1ccc(OCCn2c(=O)sc3ccccc32)cc1
-0.5%	O=C(/C=C/c1c(F)cccc1Cl)Nc1ccncc1
-13.1%[57.5 µM]	CCOC(=O)c1cnn(-c2ccccc2)c1NC(=O)CN1CCCCC1
9.3%	CC(CCn1cccn1)NC(=O)c1cc(COc2ccc(F)cc2Cl)on1 (stereo unspecified)
-0.7%[57.5 µM]	O=C(O)CC1(CC(=O)Nc2ccc(F)c(Cl)c2)CCCCC1
-8.5%[57.5 µM]	COC(=O)C(Cc1ccccc1)NS(=O)(=O)c1ccc(F)cc1Br (stereo unspecified)
-2.6%	Cc1ccc(Oc2cnn(-c3ccccc3)c(=O)c2Br)cc1

# Carrying on.
ERK EGF inh	mol
6.8%	O=C(C1CCN(C2CCN(CC3CC=CCC3)CC2)CC1)N1CCOCC1 (stereo unspecified)
-19.2%[57.5 µM]	O=C(C1=C[C@H](c2ccc3c(c2)OCO3)C[C@H](OCCCCO)O1)N1CCN(Cc2ccccc2)CC1
6.0%	CCOc1ccc(C2CC(c3ccc(CC)cc3)Nc3nc(N)nn32)cc1 (stereo unspecified)
0.7%	NC1=NC2CS(=O)(=O)CC2S1 (stereo unspecified)
2.7%[57.5 µM]	COCCNC(=O)C1CC2Cn3c(nc4cc5ccccc5cc43)C2N1C (stereo unspecified)
3.3%	O=C(NC(=S)Nc1ncccn1)c1ccc(Cl)cc1Cl
8.6%	O=C(c1cc(C(F)(F)F)cc(C(F)(F)F)c1)N1CCC2(CCCN(c3ncccn3)C2)CC1
9.8%	CCOC(=O)c1c(NC(=O)CC2SC(N)=NC2=O)sc2c1CCC(C)C2 (stereo unspecified)
-11.1%	CN1C(=O)/C(=C/c2ccccc2Cl)Sc2ccc(C(=O)NCc3cccnc3)cc21
-4.7%	O=C(c1cc(C(=O)c2ccco2)cc(C(=O)c2ccco2)c1)c1ccco1
0.4%[57.5 µM]	CCCCNC(=O)c1[nH]c(C)c(C(C)=O)c1C
18.8%	Nc1cccnc1-n1nc(C(F)(F)F)cc1C(F)(F)F
8.0%	CCOC(=O)C1CCN(C(=O)CN(c2ccc(Oc3ccccc3)cc2)S(C)(=O)=O)CC1
-7.8%	O=C(CSc1ccc(-c2ccccn2)nn1)N1CCCCC1
12.8%	CN(C)CCC(c1ccc(Cl)cc1)c1ccccn1 (stereo unspecified)

# More structures follow.
ERK EGF inh	mol
1.9%	CCOc1ncccc1C(=O)OCc1c(F)cccc1Cl
-4.8%	Cc1cc2c(ncn2C(C)C)c(NS(=O)(=O)c2ccc(F)cc2)c1C
-9.6%	CC(C)(C)C(=O)NC(n1cnc2c(N3CCOCC3)ncnc21)C(Cl)(Cl)Cl (stereo unspecified)
-0.5%	COc1cc(C(C)=O)ccc1Oc1ncnc2c1cnn2-c1ccc(C)c(C)c1
4.5%	COC(=O)CCCC(=O)N1CCCC(CCC(=O)NCc2ccc(F)c(F)c2)C1 (stereo unspecified)
?	CCN(CC)c1ccc(NC(=O)c2ccc3c(c2)c(C)c(C)n3C)cc1
17.9%	COc1ccc(Br)c2oc(SC)cc(=O)c12
1.8%	COc1ccccc1NS(=O)(=O)c1ccc(Cl)c(NC(=O)C(C)N2C(=O)c3ccccc3C2=O)c1 (stereo unspecified)
-9.1%	COc1ccccc1N1CCN(/N=C/c2cccc(OC)c2OC)CC1
-1.9%	Cc1ccc([N+](=O)[O-])c(OCCCN2CCCCCC2)c1
-10.3%	Cc1ccccc1-n1ncc(C(C)NC(=O)c2ccco2)c1C (stereo unspecified)
3.5%	Cc1ccc(NC(=O)c2oc3ccccc3c2C)c([N+](=O)[O-])c1
-5.5%	NCC(c1ccccc1)c1c[nH]c2ccccc12 (stereo unspecified)
-5.8%	COC(=O)CCC(=O)Nc1sc(Cc2ccccc2)c(C)c1C(N)=O
4.6%	C/C(Cc1ccccc1)=N\NC(=O)c1cccnc1

# Ordered by the number under ERK EGF inh (highest first): 3 of the compounds above
SMILES	ERK EGF inh
O=C(c1cc(C(=O)c2ccco2)cc(C(=O)c2ccco2)c1)c1ccco1	-4.7%
NCC(c1ccccc1)c1c[nH]c2ccccc12 (stereo unspecified)	-5.5%
CN(C)/C=C/C(=O)c1ccc(-c2ccc(Cl)cc2Cl)o1	-20.2%

# Further entries
ERK EGF inh	mol
6.8%	CCOC(=O)N1CCN(C(=O)COc2cccc3c2CCN(Cc2ccccc2C)C3=O)CC1
17.3%	Cc1ccc2nc3c(cc(C#N)c(=N)n3Cc3cccnc3)c(=O)n2c1
2.6%[57.5 µM]	CN(C)/C(=N\O)c1c(Cl)cccc1Cl
-5.2%	CNC(=O)c1ccc(NC(=O)/C=C/c2cccc(F)c2)cc1
-3.6%	C[N+]1(CC(=O)NNc2c3ccccc3nc3ccccc23)CCOCC1
2.2%	COc1ccccc1OCCCOc1c(C)cc(C)cc1Br
6.9%	N/C(=N\OC(=O)c1ccc2ccccc2c1)c1ccncc1

# Screening results from PubChem.
